Screening data (PubChem BioAssay)
DDE Tn7 FP inh: disrupts Tn7 cyclic peptide binding to fibrin D-Dimer-E complex; P02675; FP displacement of FITC-Tn7 peptide from fibrin DD(E); 0% = median of compound wells per plate; inhibition, % at 8.3 µM; 370,000 tested, 0.13% active; AID 720508;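 active = inhibition above the mean of compounds falling within the control limits plus 3 SD of them, cut at about 14% in these data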;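 also: 0% = plate median of compound wells and 100% = 10 µM Aha-Tn7 peptide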
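Assay system: Human clot-derived fibrin DD(E) complex | Buffer or medium: Tris/NaCl/CaCl2 buffer, pH 7.8 | Repeats: One replicate per compound | Benchmarks: Aha-Tn7 high control | Measure: % inhibition scaled between sample-field median and high-control FP | Schedule: 10 min plus 3 h, room temperature | Signal: Fluorescence polarization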
TDP2 absorb: blocks human TDP2 phosphodiesterase activity. O95551. recombinant TDP2, T5PNP hydrolysis, p-nitrophenol absorbance 415 nm. inhibition, % at 12.8 µM. 370,000 tested, 0.34% active. AID 720702;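 active = inhibition above the mean of all tested compounds plus 3 SD, set per campaign, cut at about 25% in these data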;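 also: 0% = DMSO with enzyme and 100% = buffer with substrate but no TDP2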
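Test system: Human TDP2 enzyme | Reagent: 5 mM T5PNP | Compound dosing: 12.8 µM single point, 1% DMSO | Incubation: Enzyme reaction with compound for 2 h at 37 °C | Technique: p-Nitrophenol epi absorbance | Read-out: % inhibition relative to enzyme-containing and enzyme-free wells | Benchmarks: High control without enzyme, low control DMSO plus TDP2 | Replicates: Singlicate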
HTRA1 inh: blocks human HTRA1 serine peptidase. Q92743. recombinant HTRA1, FP-rhodamine activity-based probe, fluorescence polarization. inhibition, % at 5.96 µM. 340,000 tested, 0.5% active. AID 504803; in the data active = inhibition above about 36%;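 also: 0% = enzyme with DMSO and 100% = wells lacking enzyme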
Target sequence (Q92743 whole entry, looked up): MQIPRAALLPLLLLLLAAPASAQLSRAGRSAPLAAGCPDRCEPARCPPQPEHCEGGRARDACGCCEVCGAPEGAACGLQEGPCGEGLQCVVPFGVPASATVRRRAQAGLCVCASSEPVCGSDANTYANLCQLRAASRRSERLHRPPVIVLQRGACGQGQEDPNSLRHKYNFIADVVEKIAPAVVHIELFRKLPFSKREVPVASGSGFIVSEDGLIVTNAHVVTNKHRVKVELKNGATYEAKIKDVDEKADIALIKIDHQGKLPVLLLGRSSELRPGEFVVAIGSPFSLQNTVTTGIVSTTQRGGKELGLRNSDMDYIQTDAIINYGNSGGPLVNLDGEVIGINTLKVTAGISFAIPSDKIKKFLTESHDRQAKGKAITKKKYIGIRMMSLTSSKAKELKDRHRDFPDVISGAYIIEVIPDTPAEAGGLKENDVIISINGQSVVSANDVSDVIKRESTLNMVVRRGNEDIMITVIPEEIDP
PRMT1 FP inh: inhibitors of human PRMT1; inhibition, % at 2.79 µM; recombinant PRMT1, activity-based probe fluorescence polarization; 370,000 tested, 1.3% active; AID 652257; Q99873;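 active = inhibition above about 21% made by adding two undisclosed values, limit read from the data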
ABHD4 inh: inhibits mouse alpha/beta hydrolase domain 4 | inhibition, % at 8.92 µM | Q8VD66 | purified mABHD4, FP-Rh probe fluorescence polarization | 370,000 tested, 0.54% active;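 active = inhibition exceeding the mean over every tested compound plus 3 SD, cut at about 30% in these data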;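 also: 0% = plate median of compound wells and 100% = S159A mutant with DMSO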
Target sequence (Q8VD66 whole entry, looked up, the tested form may be a part): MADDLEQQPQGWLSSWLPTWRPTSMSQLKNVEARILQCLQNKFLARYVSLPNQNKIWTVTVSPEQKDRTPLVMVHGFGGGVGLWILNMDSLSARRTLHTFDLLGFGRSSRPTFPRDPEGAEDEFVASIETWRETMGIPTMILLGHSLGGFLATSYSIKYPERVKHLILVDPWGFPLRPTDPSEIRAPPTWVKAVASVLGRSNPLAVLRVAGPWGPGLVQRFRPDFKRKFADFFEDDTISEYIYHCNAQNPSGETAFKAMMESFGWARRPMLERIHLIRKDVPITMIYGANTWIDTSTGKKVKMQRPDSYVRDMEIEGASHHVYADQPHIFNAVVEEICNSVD
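Assay system: wild-type mouse ABHD4 protein; compound: single nominal dose of 8.92 µM, 0.89% DMSO final; schedule: 45 min + 60 min at 25 °C; measured by: FP readout, ex 525 nm / em 598 nm; evaluation: % inhibition of FP-Rh probe binding versus controls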
UHRF1 binding: human UHRF1 methylated DNA binding inhibitors | Q96T88 | UHRF1 binding to methylated oligo, TR-FRET | inhibition, % at 4.4 µM | 370,000 tested, 0.75% active | AID 687016; in the data active = inhibition above about 21%;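 also: UHRF1 SRA domain binding a hemimethylated CpG hairpin DNA probe; 0% = median of test compound wells and 100% = reference inhibitor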
SIAE inh: blocks human sialic acid acetylesterase; Q9HAT2; SIAE FP-Rh probe binding, fluorescence polarization; inhibition, % at 9.66 µM; 370,000 tested, 0.69% active;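 active = inhibition above a cutoff: mean of compounds within the control limits plus 3 SD of those, cut at about 17% in these data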;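 also: 0% = plate median of compound wells and 100% = probe without SIAE protein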
LEDGF integ inh: blocks HIV-1 LEDGF/p75-dependent DNA integration. AID 743269. inhibition, % at 3.7 µM. TR-FRET IN-LEDGF/p75 DNA integration, Eu/Cy5. 370,000 tested, 0.64% active;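 active = inhibition above the screen-wide mean plus 3 SD, cut at about 13% in these data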;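 also: signal is the Cy5 over europium emission ratio at 671 and 618 nm; 0% = plate median of compound wells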
PG9 Ab binder: binds the HIV-1 gp120 antibody PG9 | TR-FRET gp120-PG9 antibody binding | inhibition, % at 6.7 µM | 360,000 tested, 0.43% active | AID 624416; in the data active = inhibition above about 8.5%
TCR-CD3 inh: blocks the human TCR-CD3 interaction | TAMRA-labeled TCR probe fluorescence, biochemical | inhibition, % at 9.4 µM | 360,000 tested, 0.37% active | AID 651800; in the data active = inhibition above about 19%;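 also: recombinant mutant TCR 2C K166C tagged with TAMRA read by polarization; 0% = receptor in buffer alone and 100% = receptor with positive control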
* marks the source's active call; other numbers are inactive results; . = not tested or not shown.

SMILES | SIAE inh | PRMT1 FP inh | ABHD4 inh | LEDGF integ inh | TDP2 absorb | PG9 Ab binder | UHRF1 binding | DDE Tn7 FP inh | HTRA1 inh | TCR-CD3 inh
COc1ccc(/C=N/NC(=O)c2c(C)nc3ccccn23)cc1[N+](=O)[O-] | 8 | -3 | -3 | 4 | -5 | -4.3 | -1 | 0 | -3 | -1
O=C(CSCc1cccc(Br)c1)N1CCOCC1 | -5 | 0 | 2 | -1 | 8 | -0.2 | -1 | -3 | -1 | -3
COc1ccc(NC(=O)CSc2ccc(C)cc2)cc1 | -1 | 0 | -12 | 3 | -3 | 0.6 | -4 | -8 | -3 | -2
COc1ccc(-c2ccc(-c3noc(C4CCCCC4)n3)c(OC)n2)cc1 | -9 | -3 | 2 | 0 | 4 | 0.7 | -1 | -1 | -6 | 3
Cc1noc(C(=O)Nc2sc3c(c2C#N)CCC3)c1Cl | -5 | -3 | 7 | 3 | -6 | -1.6 | -1 | -3 | 5 | -5
CSc1nc2c(=O)[nH]cnc2s1 | 0 | 1 | 7 | 1 | 3 | 1.2 | 0 | 2 | . | 2
COC(=O)[C@@]12CCCN1[C@H](c1ccc(SC3CCCCC3)cc1)[C@H]1C(=O)N(C)C(=O)[C@H]12 | -3 | 0 | -3 | 0 | 3 | -2.3 | 2 | -3 | -8 | 9
CCCn1c(C(C)NC(C)=O)nc2ccccc21 (configuration not stated) | 0 | 1 | 2 | -1 | -5 | 2.6 | -1 | 2 | 6 | 1
O=C(NNC(=S)Nc1cccc(C(F)(F)F)c1)c1ccccc1Cl | 0 | -3 | -7 | -2 | -10 | -1.3 | -7 | -3 | 1 | -4
CCOC(=O)C(NC(=O)Nc1ccc(Cl)cn1)(Oc1ccc(F)cc1)C(F)(F)F (configuration not stated) | 7 | 1 | -1 | -9 | -2 | -0.2 | 7 | -1 | 7 | 0
COc1cccc(NC(=O)C2CCN(S(=O)(=O)c3ccc4[nH]c(=O)ccc4c3)CC2)c1 | 3 | -2 | 4 | 1 | -9 | 1.7 | 2 | -6 | -4 | 1
Cc1c(F)cccc1NS(=O)(=O)c1ccc2c(c1)NC(=O)CO2 | 4 | 0 | 2 | 2 | 3 | -0.8 | -1 | -2 | -5 | 11
CC1(C)c2ccccc2-n2c1cc1oc(=O)cc(O)c1c2=O | -4 | -5 | -2 | 1 | -10 | -2.2 | 1 | -3 | 13 | -3
CCOC(=O)C1=C(C)NC(=O)CC1c1ccccc1 (configuration not stated) | 6 | 1 | 5 | -1 | -14 | 0.3 | 1 | 1 | 2 | -2
c1ccc(Nc2nnc(-c3cccnc3)s2)cc1 | 0 | -2 | -4 | -4 | -2 | 0.1 | -1 | 1 | 19 | 7
COc1ccc(OC)c(/C=N/NC(=O)c2[nH]nc3c2CCc2ccccc2-3)c1 | 1 | -3 | -4 | 4 | -10 | -5.2 | -5 | -10 | -29 | 3
COc1ccc(CN2CCN(C(=O)Cn3nc(C)n4cccc4c3=O)CC2)c(OC)c1OC | -1 | 3 | 5 | -1 | -7 | 1.5 | 1 | 3 | 3 | -1
O=C(NCc1ccccc1CN1CCCC1)c1ccc(S(=O)(=O)Nc2ccccc2)cc1 | 0 | 1 | 1 | 0 | -3 | -0.2 | 1 | -5 | -7 | 2
Cc1cc(C)c2sc(N(CCCN(C)C)C(=O)CN3C(=O)c4ccccc4C3=O)nc2c1 | 1 | -2 | 8 | -5 | -9 | -1.8 | 1 | 10 | 1 | -4
Cc1ccc2nc(C(=O)O)c(C(=O)O)nc2c1 | 2 | 3 | 5 | 4 | 10 | 0.5 | -2 | -6 | -5 | -1
O=C(Nc1ccc2c(c1)nc1n2CCSC1)c1ccccc1 | -7 | 21 | -3 | -1 | -3 | 2.2 | 3 | -1 | -22 | 2
COc1cc(Br)cc2cc(C(=O)N3CCN(C(=O)c4ccco4)CC3)c(=O)oc12 | 7 | -2 | 1 | 2 | 6 | -1.8 | 6 | 5 | 6 | 20*
COc1ccc(CCNC(=O)c2ccc(Cl)cc2Cl)cc1OC | 4 | -2 | -1 | 0 | 1 | 0.6 | 0 | 3 | -3 | 6
C/C(CC(=O)NC12CC3CC(CC(C3)C1)C2)=N\NC(=O)c1ccc(C)cc1 | 2 | 0 | -2 | 3 | -9 | -0.2 | 1 | 0 | -13 | -6

Individual results from the results shown.
ABHD4 inh result of COc1ccc(OC)c(/C=N/NC(=O)c2[nH]nc3c2CCc2ccccc2-3)c1 : -4
ABHD4 inh result of CC1(C)c2ccccc2-n2c1cc1oc(=O)cc(O)c1c2=O : -2

Retrieved by compound from the entries so far (2):
SMILES | SIAE inh | PRMT1 FP inh | ABHD4 inh | LEDGF integ inh | TDP2 absorb | PG9 Ab binder | UHRF1 binding | DDE Tn7 FP inh | HTRA1 inh | TCR-CD3 inh
COc1ccc(CCNC(=O)c2ccc(Cl)cc2Cl)cc1OC | 4 | -2 | -1 | 0 | 1 | 0.6 | 0 | 3 | -3 | 6
O=C(NCc1ccccc1CN1CCCC1)c1ccc(S(=O)(=O)Nc2ccccc2)cc1 | 0 | 1 | 1 | 0 | -3 | -0.2 | 1 | -5 | -7 | 2

Carrying on.
SMILES | SIAE inh | PRMT1 FP inh | ABHD4 inh | LEDGF integ inh | TDP2 absorb | PG9 Ab binder | UHRF1 binding | DDE Tn7 FP inh | HTRA1 inh | TCR-CD3 inh
CCOC(=O)C(CCC#N)(CCC#N)C(=O)OCC | 0 | -2 | 2 | 1 | 4 | 0.7 | 0 | -2 | 1 | 3
C/C=C(\C)C(=O)NCCN1C2=NC[C@@H](C)N2C[C@H]1Cc1ccc(O)cc1 | 8 | 0 | 5 | 0 | -3 | 1.0 | 0 | 5 | -4 | 2
CCOC(=O)CCNC(=O)N1CCCC(CCC(=O)N(C)CCc2ccccn2)C1 (configuration not stated) | -3 | 6 | -5 | -6 | -13 | -0.9 | 1 | 3 | -2 | 0
CCOc1ccc(CC(=O)NNC(=O)NC2CCCCC2)cc1 | -6 | 2 | -1 | -2 | 2 | -0.1 | 17 | -5 | -1 | -3
O=C(c1ccccc1)N1CCN(CC(O)COC2CCCCC2)CC1 (configuration not stated) | -5 | 2 | -4 | -1 | 3 | -2.7 | 2 | -2 | 3 | 6
COc1ccc(C(O)P(=O)(OCc2ccccc2)c2ccc(N(C)C)cc2)cc1 (configuration not stated) | 3 | -2 | -3 | 0 | 2 | -1.7 | -1 | 3 | -4 | -8
CC(C)(C)NC(=O)C[C@H]1C[C@H](C(=O)N2CCCCC2)[C@@]2(C)c3[nH]c4cc(-c5ccco5)ccc4c3CCN2C1=O | -2 | 10 | -3 | 3 | -12 | -0.2 | 1 | -10 | 6 | -8
O=C(Nc1ccc(F)cc1F)c1c(C(F)(F)F)ccnc1Oc1ccccc1 | -6 | -3 | -11 | 6 | -12 | -1.7 | 14 | -2 | . | 3
CCOC(=O)c1sc(NC(=O)CSc2nc3c(cc2C#N)CCCCCC3)c(C#N)c1C | 15 | 0 | 4 | 1 | 5 | -2.2 | 0 | -4 | -2 | -1
CCSc1nnc(NC(=O)C2CC(=O)N(Cc3ccc(C)cc3)C2)s1 (configuration not stated) | -5 | 0 | 7 | -2 | 8 | -0.9 | -2 | -3 | 1 | -3
COc1ccc(N2CCN(CC(=O)Nc3ccc(C)cc3Br)CC2)cc1 | 5 | -3 | 3 | -7 | -7 | -1.2 | -2 | 4 | 3 | 2
COC(=O)C(C(=O)OC)C1CCCCC1NS(=O)(=O)c1ccc(C)cc1 (configuration not stated) | -4 | 5 | 3 | -1 | -7 | 1.0 | 2 | -2 | . | -5
O=C1N=c2ccccc2=C1c1sc(=O)[nH]c1O | 0 | 4 | 9 | -3 | 11 | -12 | -7 | -6 | . | -3
O=C(NCc1cccnc1)c1cc(C2CCCN(S(=O)(=O)c3cccs3)C2)on1 (configuration not stated) | -2 | 7 | 6 | -2 | 8 | -0.2 | 1 | -3 | . | 0
CCC(=O)Nc1c(C(=O)N2CCN(c3ccccn3)CC2)cnn1-c1ccc(C)cc1 | -3 | 3 | -7 | -4 | -7 | -2.3 | 4 | -1 | 7 | -4
CCOC(=O)C1CCCN(S(=O)(=O)c2ccc3c4c2CC(=O)N4CC(C)S3)C1 (configuration not stated) | -2 | 1 | 10 | -6 | -8 | 1.5 | -4 | -6 | -3 | 4
CC(C)Cc1cc(C(=O)Nc2ccc(Br)cc2)no1 | -3 | 1 | 3 | -9 | -12 | -3.5 | 3 | -5 | 3 | -5
NC(=O)c1ccc(Oc2ccc(C(N)=O)cc2)cc1 | -3 | 5 | 6 | -3 | 2 | 1.0 | 4 | 2 | 6 | -10
c1ccc(CN(Cc2ccccc2)C(c2ccnc3ccccc23)c2nnnn2-c2ccc3c(c2)OCCO3)cc1 (configuration not stated) | -8 | 1 | -15 | -4 | -1 | 1.3 | -1 | 0 | . | -3
CCc1ccc(S(=O)(=O)Nc2ccncc2)cc1 | 1 | 0 | -2 | 4 | 18 | 0.4 | -4 | 0 | 4 | -1
COc1ccc(NC(=O)Cn2nc3n(c2=S)CCC3)cc1 | 0 | -2 | -10 | -3 | -7 | 0.6 | 4 | 5 | 11 | -4
CCOC(=O)C1=C(C)NC(=O)NC1c1ccc(N2CCC(c3ccccc3)=N2)cc1 (configuration not stated) | -13 | 0 | -22 | 2 | -1 | -1.6 | 6 | -5 | -5 | -4
OC(CON=C1c2ccccc2-c2ccccc21)CN1CCNCC1 (configuration not stated) | 1 | 3 | 20 | -3 | 11 | 0.4 | -7 | -2 | 3 | -7
Cc1cccc(NC(=S)NC2CC3CCCC(C2)N3Cc2ccco2)c1 (configuration not stated) | 11 | -1 | -1 | 3 | 7 | -1.4 | 1 | 4 | 3 | 3
CC(=O)c1ccc(S(=O)(=O)NCCc2cn3ccc(C)cc3n2)cc1 | -1 | 0 | -1 | 2 | 11 | -1.4 | 2 | 5 | 1 | -1
CCCNC(=O)COC(=O)c1ccccc1C(=O)c1ccc(Cl)c([N+](=O)[O-])c1 | -6 | -2 | -1 | 3 | 1 | -0.4 | 1 | 4 | -10 | -2
CC(C)(C)C(=O)NC1=NCCS1 | 1 | 0 | 0 | 1 | -6 | -1.6 | 2 | 3 | 2 | -3
COc1ccc(OC)c2sc(NC(=O)c3cccc(N4C(=O)CCC4=O)c3)nc12 | -13 | 4 | -12 | -3 | -11 | 4.5 | 1 | 5 | 1 | -7
O=C(NCc1ccccc1)C1=C[C@@H](c2ccc(Br)cc2)C[C@@H](OCCCCO)O1 | -4 | 0 | -7 | 3 | 3 | -0.9 | 2 | -5 | -44 | 1
CC(C)c1ccccc1NC(=O)C1C2C=CC(C2)C1C(=O)O (configuration not stated) | -4 | 1 | 1 | -8 | -5 | 1.2 | 1 | 0 | -1 | -2
